3T3 cytotox: Cytotoxic Profiling in NIH 3T3 Cell Line of Diverse Libraries Using Quantitative High-Throughput Screening. NIH 3T3 viability, CellTiter-Glo ATP luminescence, 48-72 h. Potency, µM (titrated, usually from 96.7 µM), inactives show at the highest dose activity change, negative = cytotoxicity, hits mostly inhibitors. hit rate 4.3% among 94,000; note: potency is the fitted concentration of half-maximal effect; nearly all actives have a fitted effect of over 55% in size
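Luminescent ATP readout (CellTiter-Glo, 10 min RT) after 48 or 72 hr compound exposure of NIH 3T3 cells seeded at 400 cells/well in 1536-well format; quantitative HTS.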
IP6K1 inhibitor: Primary qHTS assay for small molecule inhibitors of Inositol hexaphosphate kinase 1 (IP6K1) | IP6K1 kinase, ADP-Glo luminescence, 2 h; hits give low values | AID 1645851, 2021 | Inositol hexakisphosphate kinase 1 (Homo sapiens), Q92551 | hit rate 0.81% among 140,000 | activity change, % (series mostly up to about 58 µM); in the data active = activity change below about -25%
Target sequence (Q92551 whole entry, looked up): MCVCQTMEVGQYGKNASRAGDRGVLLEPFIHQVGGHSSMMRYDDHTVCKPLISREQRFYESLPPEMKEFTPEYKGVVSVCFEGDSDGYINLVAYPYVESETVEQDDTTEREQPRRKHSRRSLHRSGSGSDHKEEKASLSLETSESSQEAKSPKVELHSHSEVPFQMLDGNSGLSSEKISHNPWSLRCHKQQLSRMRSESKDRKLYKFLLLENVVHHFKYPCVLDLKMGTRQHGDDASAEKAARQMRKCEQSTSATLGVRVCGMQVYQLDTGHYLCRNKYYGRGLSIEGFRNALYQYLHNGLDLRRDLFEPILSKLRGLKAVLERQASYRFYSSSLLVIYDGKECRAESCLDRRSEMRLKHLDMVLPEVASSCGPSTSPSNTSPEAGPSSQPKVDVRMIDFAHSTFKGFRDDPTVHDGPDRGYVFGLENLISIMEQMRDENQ
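ADP-Glo luminescence measures ADP made by human IP6K1 during a 2 h RT reaction with ATP/IP6 (mix at 1.3 mM/130 uM); top library doses 57.5 and 19.1 uM final.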
HEK293 tox: Cytotoxic Profiling in HEK 293 Cell Line of Diverse Libraries Using Quantitative High-Throughput Screening. HEK 293 viability, ATP luminescence (CellTiter-Glo), 48-72 h. Potency, µM (series often up to 115 µM), inactives show at the highest dose activity change, negative = cytotoxicity, most hits filed as inhibitors. hit rate 6.6% among 94,000; note: potency is the fitted concentration of half-maximal effect; nearly all actives have a fitted effect of over 60% in size
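HEK 293 cells seeded at 250 cells/well were exposed to compound for 48 or 72 hr at 37 degree Celsius. Viability taken as ATP content by CellTiter-Glo luminescence.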
GPT2 inhibitor: Primary qHTS assay for inhibitors of Glutamate pyruvate transaminase 2 (GPT2); Alanine aminotransferase 2 (Homo sapiens), Q8TD30; Recombinant GPT2, coupled pyruvate oxidase/HRP Amplex Red fluorescence; Potency, µM (doses to about 57.7 µM), for inactives: top-dose activity change, negative = inhibition, most hits filed as inhibitors; hit rate 0.25% among 100,000; AID 1671188, 2021; note: potency is the fitted concentration of half-maximal effect; nearly all actives have a fitted effect of over 60% in size; many of its hits are not listed in these tables
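GPT2 10ng/uL, a-KG 250uM, L-Ala 2mM, HEPES pH7.5 + 0.0001% Tween; 30 min RT. Then Amplex mix (PO/HRP/ThPP), 30 min RT dark, fluorescence. AOA 50uM used as positive control.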
SNCA viab count: GF-AFC viability counterscreen for inhibitors of alpha-synuclein gene (SNCA) expression | HEK-293-SNCA-luc viability, GF-AFC fluorescence, 24 h | hit rate 0.12% among 150,000 | Potency, µM (doses to about 57.1 µM), inactives show top-dose activity change, negative = cytotoxicity, most hits filed as cytotoxic;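 note: potency is the fitted concentration of half-maximal effect; 0% = DMSO-treated cells and -100% = medium-only wells without cells; nearly all actives have a fitted effect of over 30% in size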
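HEK-293-SNCA-luc cells (1500/well) plated 24 h, then exposed 24 h to a dilution series; GF-AFC added 30 min at 37C, fluorescence 405/540 nm; normalised to medium-only and DMSO wells, Hill fit.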
Luciferase inh: Firefly luciferase inhibition profiling of diverse chemical library using quantitative high-throughput screening. Luciferin 4-monooxygenase (Photinus pyralis), P08659. purified P. pyralis luciferase, luminescence, biochemical. Potency, µM (top dose mostly 115 µM), for inactives: top-dose activity change, negative = inhibition, actives largely listed as inhibitors. hit rate 2.5% among 76,000; note: potency is the fitted concentration of half-maximal effect; nearly all actives have a fitted effect of over 65% in size
Target sequence (P08659 whole entry, looked up): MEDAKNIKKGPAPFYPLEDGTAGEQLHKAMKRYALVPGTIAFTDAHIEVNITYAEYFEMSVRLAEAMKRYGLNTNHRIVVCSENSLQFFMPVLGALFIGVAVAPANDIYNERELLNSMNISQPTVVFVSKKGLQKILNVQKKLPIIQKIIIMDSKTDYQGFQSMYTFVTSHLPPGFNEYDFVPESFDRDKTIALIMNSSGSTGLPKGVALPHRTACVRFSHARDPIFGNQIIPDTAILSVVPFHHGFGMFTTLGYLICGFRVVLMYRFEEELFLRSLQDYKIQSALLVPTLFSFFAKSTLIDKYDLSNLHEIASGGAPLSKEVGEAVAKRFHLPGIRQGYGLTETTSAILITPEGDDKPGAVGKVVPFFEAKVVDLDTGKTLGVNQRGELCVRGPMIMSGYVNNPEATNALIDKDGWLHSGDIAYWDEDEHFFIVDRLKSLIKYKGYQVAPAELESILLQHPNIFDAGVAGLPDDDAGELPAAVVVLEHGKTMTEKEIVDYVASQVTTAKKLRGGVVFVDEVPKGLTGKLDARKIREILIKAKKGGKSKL
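Cell-free enzyme assay, 10nM P. pyralis luciferase, luciferin and ATP each at 10uM. Inhibition profiled over a 6-point titration, read as luminescence.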
SNCA expr inh: Primary qHTS assay for inhibitors of alpha-synuclein gene (SNCA) expression | AID 1671194, 2021 | HEK-293 SNCA-luciferase knock-in, luminescence, 24 h | Potency, µM (doses to about 57.2 µM), for inactives: at the highest dose activity change, negative = inhibition, most hits filed as inhibitors | hit rate 0.17% among 140,000;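 note: potency is the fitted concentration of half-maximal effect; plate controls were DMSO cells for no effect and cell-free wells for full effect; nearly all actives have a fitted effect of over 45% in size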
Active calls of the source: *; i = inactive; ? = inconclusive; . = no result given; [ ] = dose if it differs, or a comment. Unless noted, calls come from the whole dose curve; as a rule, active = well fitted curve in the direction sought with a large enough effect; inconclusive = small, poorly fitted or top-dose-only effect, or another doubt; inactive = no such curve, though single readings can be large; an effect the other way counts as inactive or inconclusive. Unless noted, % is set by controls: 0 for no effect and ±100 for the full control effect. These rows are one share of the data. The share of hits here may be higher or lower than overall.

Results follow in this order: SNCA viab count, 3T3 cytotox, SNCA expr inh, Luciferase inh, GPT2 inhibitor, IP6K1 inhibitor, HEK293 tox
1) Cc1c(-c2ccc(Br)cc2)c(=O)oc2ccc(OC(=O)N3CCOCC3)cc12
  ?, ., -9%, ., ., -18, .
2) C=Cc1ccc(Cn2c(C(=O)O)c(CNCCc3ccco3)c3ccc(C)cc32)cc1
  ?, ., -27%, ., ., -29*, .
3) CCn1cc(S(=O)(=O)NCCc2ncc(C)n2C2CCC2)cn1
  -8%, -2%, -15%, 3%, -3%, -4, 0%
4) COc1ccc2c(c1)CC(C(=O)Nc1cc(Cl)ccc1C)CO2 (stereo not drawn)
  3%, ., 2%, ., ., 7, .
5) COCCNC(=O)c1nc2sccn2c1-c1ccc(OC)cc1
  0%, -3%, 1%, ., 2%, 2, i
6) Cc1ccc(C)c(N2CCN(C(=O)Cn3cnc4sc(C)c(S(=O)(=O)N5CCN(c6ncccn6)CC5)c4c3=O)CC2)c1
  -10%, ., -30%, ., ., 18, .
7) CCc1ccc(NCc2cc3ccc(OC)cc3n(CC(=O)Nc3cccc(Cl)c3C)c2=O)cc1
  5%, ., 26%, ., ., -8, .
8) N#Cc1cccc(-c2nc(-c3cccnc3)no2)c1
  -18%[23.9 µM], ., ., ., i, -6, .
9) CCCc1cc(=O)[nH]c(=S)[nH]1
  -14%, ., -14%, ., ?, 4, .
10) O=C(Cn1nc2c(cc1=O)CCCC2)NCCN1CCOCC1
  7%, -2%, 10%, 3%, -5%, 3, -3%
11) COc1ccc(CN2CCCCCNC(=O)CC2c2ccccc2)cc1Cn1ccnc1 (stereo not drawn)
  -13%, 40µM*, -4%, -5%, 5%, -1, 35µM*
12) CCCc1nnc(NC(=O)CSc2nnc3c4ccccc4n(CC)c3n2)s1
  3%, ., -3%, ., ., -2, .
13) CCc1ccc(CN2C[C@@H]3C(=O)N(CCN4CCc5ccccc5C4)C(=O)[C@@H]3C2)cc1
  -8%, ?, 5%, -6%, i, -20, ?
14) CS(=O)(=O)N1CCOc2ccc(CCC(=O)NCCc3cccnc3)cc2C1
  -4%[12.5 µM], -2%, -1%, 1%, i, -1, 4%
15) CN(Cc1ccccc1)C(=O)CCS(=O)(=O)c1ccc2c(c1)oc(=O)n2C
  -11%, ., 5%, ., ., 9, .
16) CC(C)CC(=O)N1[C@@H]2CC[C@H]1CC(NC(=O)c1ccc(F)cc1)C2 (stereo partly drawn)
  -15%, -14%, -8%, -9%, -23%, -3, 1%
17) Cn1cccc1C(=O)N1CCCCCNC(=O)[C@H]2C[C@H](C(=O)N3CCc4ccccc4C3)C[C@H]21
  -9%, -24%, -17%, -20%, -22%, 6, ?
18) Cc1coc2c1c(C)cc1oc(=O)cc(C)c12
  -9%, ., 5%, ., ., 8, .
19) Cc1ccc(NC(=O)Nc2nnc(N3CCCCC3)s2)c(C)c1
  11%, ., -24%, ., ., 23, .
20) CC(C)C(=O)N1CCCCCCNC(=O)[C@@H]2C[C@@H](C(=O)N3CCN(c4ccccn4)CC3)C[C@@H]21
  -2%, ?, -13%, -1%, 1%, 2, -11%
21) CCOc1ccc(CN(C(=O)c2cc(=O)c3cc(C)cc(C)c3o2)C2CCS(=O)(=O)C2)cc1 (stereo not drawn)
  0%, ., 47%[activator], ., ., 13, .
22) COc1cccc(CN2Cc3nc(-c4cncnc4)ccc3OCC2=O)c1
  0%[87.6 µM], ?, 4%[87.6 µM], -12%[172 µM], i, 0, 3%[172 µM]
23) COc1ccc(C(=O)N[C@@H]2CN(c3ccncn3)C[C@H]2CO)cc1
  -14%, 0%, 25%, -7%, 4%, 1, -13%
24) Cc1nc(-c2ccccc2)n(Cc2nc(-c3ccccc3)oc2C)c(=O)c1CCO
  -9%, ?, -19%, -7%, 3%, -9, ?
25) COc1ccccc1-n1nc(CC(N)=O)nc1Cn1cc(Cl)c(C)n1
  -12%, 2%, 26%, -7%, i, 3, -12%
26) CC(C)CCNC(=O)CSc1nc2ccccc2nc1Cc1ccccc1
  2%, ., 1%, ., ., 9, .
27) COc1ccc(CC(=O)N2CCN(c3ccnc4ccnn34)CC2)cc1
  -1%[87.6 µM], ?, 17%[87.6 µM], ., i, -1, ?
28) CCN(CC)CCCNC(=O)c1ccc2c(c1)NC(=O)C(CS(=O)(=O)Cc1ccc(F)cc1Cl)N2 (stereo not drawn)
  7%, ., 6%, ., ., -10, .
29) CCOc1cc(C(=O)N2CCn3c4c(c5cc(C)ccc53)CCCC42)cc(OCC)c1OCC (stereo not drawn)
  -20%, ., 1%, ., ., -1, .
30) O=C(Cn1c(=O)n(Cc2ccccc2)c(=O)c2sc3ccccc3c21)Nc1ccccc1
  ?, ., 5%, ., ., 14, .
31) COc1ccccc1NC(=O)C1=C(C)Nc2nc(SCc3ccccc3Cl)nn2C1c1cccnc1 (stereo not drawn)
  6%, ., -2%, ., ., 11, .
32) COC1C(O)C(OC2CCC3(C)C(CCC45CCC6C7(COC(=O)C7)OC4(O)C6(C)CCC35)C2)OC(C)C1OC1OC(CO)C(OC2OC(CO)C(O)C(O)C2O)C(O)C1O (stereo not drawn)
  -9%[12.5 µM], ., ., ., i, 14, .
33) CN1C(=O)c2cccn2CC1CNC(=O)c1cn[nH]c1-c1ccc(F)cc1 (stereo not drawn)
  5%, i, ?, 0%, -2%, 2, i
34) CCCNC(=O)Cn1nc(-c2ccc(F)cc2)c2cnc3ccc(F)cc3c21
  8%, ., 56%[activator], ., ., 24, .
35) COc1cc(CN2CCCC23Cc2ccccc2CNC3=O)ccc1F (stereo not drawn)
  -4%, ?, -24%, ., ?, -12, ?
36) CCNC(=O)N1CCCC(Cc2nc(C3CCOCC3)no2)C1 (stereo not drawn)
  0%, 3%, 18%, 0%, i, 11, -2%
37) COCC(=O)NC1CCN(c2ccc3nnc(-c4ccccc4)n3n2)CC1
  ., ?, ., ., ., -4, ?
38) CCCC(=O)Nc1ccc2c(c1)nc(CN1CCN(C(=O)OCC)CC1)n2C(C)C
  -2%, ., ?, ., ., -28*, .
39) N#Cc1ccc(C(=O)N2CCC3(CC2)CC(CO)N(C(=O)c2ccccc2)C3)cc1 (stereo not drawn)
  -21%, -20%, 43%[activator], 4%, 2%, 3, -4%
40) CC(C(=O)N1CCN(c2cc(-c3ccc(Cl)cc3)[nH]n2)CC1)c1ccccc1 (stereo not drawn)
  ?, ?, ?, 2%, i, 8, 28µM*

Compound profiles, as listed above. Values in the order: SNCA viab count | 3T3 cytotox | SNCA expr inh | Luciferase inh | GPT2 inhibitor | IP6K1 inhibitor | HEK293 tox
CCN(CC)CCCNC(=O)c1ccc2c(c1)NC(=O)C(CS(=O)(=O)Cc1ccc(F)cc1Cl)N2 (stereo not drawn) is listed as 7% | . | 6% | . | . | -10 | .
COc1ccccc1-n1nc(CC(N)=O)nc1Cn1cc(Cl)c(C)n1 is listed as -12% | 2% | 26% | -7% | i | 3 | -12%

Look-ups from the results shown.
For IP6K1 inhibitor, cpd 35 has -12
For IP6K1 inhibitor, cpd 38 has -28*

(listing goes on)
Results follow in this order: SNCA viab count, 3T3 cytotox, SNCA expr inh, Luciferase inh, GPT2 inhibitor, IP6K1 inhibitor, HEK293 tox
41) O=C(CN1C(=O)NC(c2ccc(Cl)cc2)C2=C1COC2=O)Nc1ccc(C(F)(F)F)cc1 (stereo not drawn)
  -12%, 22µM*, ?, -13%, i, 18, ?
42) O=C(CN1CCNCC1)NCc1nc(-c2cccc(F)c2)c(-c2ccccn2)[nH]1
  -8%, 1%, 19%, 3%, 5%, -1, ?
43) Cc1onc(-c2cnn(C)c2NCc2ccc(C#N)cc2)c1C(=O)NCc1ccccc1
  -2%[87.6 µM], ?, -11%[87.6 µM], 0%[172 µM], i, 19, 3%[172 µM]
44) CCC(C(=O)NC1CCCCC1)n1c(SCc2cccc(F)c2)nc2ccncc21 (stereo not drawn)
  -17%, ., -29%, ., ., 14, .
45) CCCC(=O)N1CCC2(CC1)N(c1ccccc1)C(=O)CS2(=O)=O
  -4%, -5%, -11%, 0%, i, 16, 5%
46) COC(=O)CC1Oc2ccccc2-n2cc(-c3ccc(C)cc3)nc21 (stereo not drawn)
  2%, ., 39%[activator], ., ., -1, .
47) O=C(NC1CCN(C(=O)c2ccc(-c3cncnc3)cc2)CC1)c1ccc(F)cc1
  6%[12.5 µM], -26%, 4%, ., -8%, -7, ?
48) O=C(NCc1ccc(F)c(F)c1)c1ccc2nnc(C3CCCC3)n2c1
  5%, ?, 11%, ., i, 3, -28%
49) Cc1cccc(C)c1Nc1c(-c2cccs2)nc2ncccn12
  5%, ., -4%, ., ., -1, .
50) CCOc1ccc(NC(=O)CSc2nc3c(oc4ccccc43)c(=O)n2CCOC)cc1
  10%, ., ?, ., ., 0, .
51) Cc1nc(CN2Cc3nc(-c4ccccc4F)ccc3OCC2=O)cs1
  2%[87.6 µM], ?, 0%[87.6 µM], 1%[172 µM], ?, 10, ?
52) COc1cccc(/C=C/C(=O)Nc2ccc3nc(N4CCN(C)CC4)cc(C)c3c2)c1OC
  ?, ., 15%, ., ., -14, .
53) NCC1CCN(c2nccc(-c3ccc4ccccc4c3)n2)CC1
  ?, ., ., ., 2%, -11, .
54) NC[C@H]1O[C@H](O[C@H]2[C@H](O[C@@H]3O[C@H](CO)[C@@H](O)[C@H]3O)C(O)[C@H](N)C[C@@H]2N)[C@H](N)[C@@H](O)[C@@H]1O (stereo partly drawn)
  3%[5.56 µM], ., 8%[3.86 µM], ., i[11.5 µM], 10, .
55) Cc1ccc(-c2nc(C)c(CCNC(=O)C(=O)Nc3cc(C)ccc3C)s2)cc1
  -1%, ., ?, ., ., -2, .
56) CCOc1ccc(C2CC(=O)c3c([nH]c(C(=O)OCCOc4ccccc4)c3C)C2)cc1 (stereo not drawn)
  -4%, ., 0%, ., ., 27, .
57) COc1ccccc1N1CCN(c2ncnc3c2cnn3C)CC1
  -15%, ., 27%, ., ., -20, .
58) CCCNC(=O)N1CCN2C(=O)c3cc(-c4ccccc4F)ccc3NC(=O)[C@@H]2C1
  3%[87.6 µM], ?, -1%[87.6 µM], 2%[172 µM], i, 0, 100µM*
59) CN1CCN(c2cc(=O)c3ccnc(-c4ccccc4F)c3o2)CC1
  -15%[87.6 µM], ?, -40%[87.6 µM], -3%[172 µM], -2%[88.5 µM], -7, -2%[172 µM]
60) Cc1n[nH]c(C)c1CNC(=O)CCC[C@@H]1[C@H]2CCCN3CCC[C@@H](CN1Cc1ccccc1)[C@@H]23
  6%, -30%, 1%, 5%, 1%, 4, -4%
61) CCC(=O)N1CCc2cc(S(=O)(=O)CCC(=O)Nc3ccc(OC(F)(F)F)cc3)ccc21
  11%, ., -6%, ., ., -4, .

Screening data (PubChem BioAssay)
